Source: PubChem BioAssay (several laboratories)
Tat export inh – inhibitors of E. coli Tat protein transport. E. coli MC4100 TorA-mCherry Tat export, fluorescence. inhibition, % at 10 µM. 0.036% of 340,000 active. AID 488895;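 active = mean replicate inhibition at least 50% and at least half of replicates individually reaching 50%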;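 also: exported cargo escapes ClpAP degradation while cytoplasmic cargo is degraded and loses fluorescence; 0% = median of neutral control wells and 100% = median of NaSCN control wells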
Ecoli viability – counter-screen for AddAB inhibitors: E. coli growth inhibition; 0.27% of 330,000 active; inhibition, % at 11.9 µM; AID 449728; E. coli V3065 growth, OD600 absorbance, 18 h;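 active = inhibition above the campaign's mean inhibition across all tested compounds plus 3 SD, cut at about 9.9% in these data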;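 also: uninfected addAB+ strain grown without phage in ampicillin broth; 0% = DMSO wells and 100% = ciprofloxacin 0.95 µg/ml wells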
AddAB inh – less growth of phage-infected E. coli with AddAB; E. coli expressing H. pylori AddAB, absorbance growth; inhibition, % at 11.9 µM; 0.29% of 330,000 active; in the data active = inhibition above about 12%;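 also: 0% = vehicle wells of infected cells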
MOR-DOR ag – OPRM1-OPRD1 heterodimerization agonism | P35372+P41143 | cells, luminescence | activation, % at 9.3 µM | 0.3% of 340,000 active; in the data active = activation above about 18%;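 also: 0% = vehicle-treated cells and 100% = reference agonist; values of inactives mirror those of a sister screen read the other way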
Target sequence (P35372 whole entry, looked up): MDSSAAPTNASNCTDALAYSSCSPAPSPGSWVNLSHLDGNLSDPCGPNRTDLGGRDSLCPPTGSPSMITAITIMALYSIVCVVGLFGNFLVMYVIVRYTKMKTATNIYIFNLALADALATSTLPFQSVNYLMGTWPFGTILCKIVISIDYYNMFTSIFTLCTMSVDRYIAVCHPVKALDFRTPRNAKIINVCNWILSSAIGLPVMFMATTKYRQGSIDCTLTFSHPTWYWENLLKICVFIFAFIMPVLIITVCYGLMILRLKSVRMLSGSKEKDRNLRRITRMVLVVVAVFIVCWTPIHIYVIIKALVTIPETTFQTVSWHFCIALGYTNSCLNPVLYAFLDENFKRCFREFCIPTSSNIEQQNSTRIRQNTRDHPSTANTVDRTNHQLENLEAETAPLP
Target sequence (P41143 whole entry, looked up): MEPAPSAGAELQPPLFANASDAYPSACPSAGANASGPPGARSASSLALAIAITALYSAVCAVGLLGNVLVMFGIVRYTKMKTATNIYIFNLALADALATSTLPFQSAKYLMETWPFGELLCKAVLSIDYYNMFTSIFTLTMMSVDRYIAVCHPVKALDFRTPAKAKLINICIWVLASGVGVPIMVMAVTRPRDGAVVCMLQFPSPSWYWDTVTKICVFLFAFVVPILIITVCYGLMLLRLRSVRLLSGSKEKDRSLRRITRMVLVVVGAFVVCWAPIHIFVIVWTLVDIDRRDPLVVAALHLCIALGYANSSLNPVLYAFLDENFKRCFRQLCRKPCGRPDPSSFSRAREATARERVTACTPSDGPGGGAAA
phage Ecoli inh – E. coli growth loss with phage present | growth absorbance | 0.26% of 360,000 active | inhibition, % at 11.9 µM; in the data active = inhibition above about 11%
HTR5A inv ctr – counter-screen for OPRM1-OPRD1 inverse agonists: human HTR5A inverse agonism | 0.083% of 340,000 active | HTR5A cell line, luminescence | P47898 | inhibition, % at 9.3 µM; in the data active = inhibition mostly above about 23%, no sharp cut-off; inactive = mostly below about 18%;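 also: 0% = cells with DMSO and 100% = no-cell wells with DMSO; some compounds called inactive have numbers as strong as hits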
Target sequence (P47898 whole entry, looked up): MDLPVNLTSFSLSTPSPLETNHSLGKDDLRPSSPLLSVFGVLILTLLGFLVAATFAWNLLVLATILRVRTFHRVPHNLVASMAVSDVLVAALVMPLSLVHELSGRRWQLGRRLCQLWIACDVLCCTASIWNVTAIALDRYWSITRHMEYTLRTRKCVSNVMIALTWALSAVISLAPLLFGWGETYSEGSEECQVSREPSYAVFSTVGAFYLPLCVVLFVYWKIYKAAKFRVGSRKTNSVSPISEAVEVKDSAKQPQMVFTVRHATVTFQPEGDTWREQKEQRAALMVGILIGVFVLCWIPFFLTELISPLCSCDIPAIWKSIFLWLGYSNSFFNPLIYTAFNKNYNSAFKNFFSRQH
PfHsp90 set2 – growth inhibition of yeast expressing Plasmodium Hsp90; S. cerevisiae expressing PfHsp90, BacTiter-Glo ATP, 48 h; yeast lacking PDR1 and PDR3 efflux regulators; inhibition, % at 9.4 µM; 0.32% of 310,000 active; AID 504621;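 active = every replicate shows inhibition above about 80%, whatever the replicate mean, limit read from the data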;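 also: 0% = DMSO neutral controls and 100% = 20 µM radicicol positive controls; yeast relying on Plasmodium falciparum Hsp90 in place of its own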
MOR-DOR inv ag – inverse agonist of human OPRM1-OPRD1 heterodimerization. P35372+P41143. cell-based MOR-DOR heterodimer luminescence, inverse agonism. inhibition, % at 9.3 µM. 0.21% of 340,000 active. AID 504357; in the data active = inhibition above about 22%, passing the limit was not always enough;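 also: 0% = cells with DMSO and 100% = wells without cells with DMSO; values of inactives mirror those of a sister screen read the other way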
SUMO Mot1 rescue – SUMOylation pathway inhibition by Mot1-301 growth rescue. S. cerevisiae Mot1-301 growth rescue, ATP luminescence, 38.5C; percent above DMSO median, 100 means doubled. growth rescue, % at 18.8 µM. 1% of 320,000 active. AID 2716;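 active = every valid replicate shows activation above 250% relative to neutral control wells; inactive = the rest, any valid replicate at or below 250%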;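 also: OY570 slx delta 5 strain wells were the positive control but not used for scaling; some compounds called inactive have numbers as strong as hits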
PKA-R1A activ – activates the PKA-R1A holoenzyme complex | 0.083% of 340,000 active | P00514+P68181 | activation, % at 11.4 µM | PKA-R1A dissociation, Cy5-IP20 fluorescence polarization; scaled: DMSO 0%, 113 µM cGMP 100%;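 active = percent activation above the mean of all tested compounds plus 3 SD, cut at about 19% in these data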;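 also: higher means more PKAc released from R1A so a rise in polarization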
PKA-R2B act – activates the human PKA-R2B holoenzyme complex. P22694+P31323. PKA-R2B holoenzyme dissociation, Cy5-IP20 fluorescence polarization; R2B truncated from residue 108, S112A mutant; 0% DMSO only, 100% 113 µM cGMP. activation, % at 11.4 µM. 0.079% of 340,000 active;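 active = activation above a cutoff set at the mean over all compounds plus 3 SD, cut at about 18% in these data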;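 also: higher means more holoenzyme dissociation and a rise in polarization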
* = called active by the depositor; & = joins results of further samples.

Results for CC(C)(C)CC(=O)O/N=C(\N)c1ccncc1 ?
Tat export inh: -3; Ecoli viability: -0.5; AddAB inh: 2.9; MOR-DOR ag: -2.1; phage Ecoli inh: 0.8; HTR5A inv ctr: 4; PfHsp90 set2: -3; MOR-DOR inv ag: 10; SUMO Mot1 rescue: 0; PKA-R1A activ: 10; PKA-R2B act: -1

How did CCN1C(=O)CCCc2ccccc21 do in these assays?
Tat export inh: 3; Ecoli viability: 1.7; AddAB inh: 3.0; MOR-DOR ag: -2.0; phage Ecoli inh: 2.8; HTR5A inv ctr: -14; PfHsp90 set2: -2; MOR-DOR inv ag: 10; SUMO Mot1 rescue: 1; PKA-R1A activ: -11; PKA-R2B act: 0

Results for CCSc1nnc(-c2ccc(Cl)cc2Cl)o1 ?
Tat export inh: -2; Ecoli viability: -0.3; AddAB inh: 2.1; MOR-DOR ag: 7.3; phage Ecoli inh: 2.5; HTR5A inv ctr: -19; PfHsp90 set2: 4; MOR-DOR inv ag: -37; SUMO Mot1 rescue: 0; PKA-R1A activ: 6; PKA-R2B act: 15

How did COc1cc2ccccc2cc1C(=O)NC1CCCCC1 do in these assays?
Tat export inh: 3; Ecoli viability: 1.9; AddAB inh: 1.6; MOR-DOR ag: 2.6; phage Ecoli inh: -0.5; HTR5A inv ctr: -18; PfHsp90 set2: -27; MOR-DOR inv ag: -11; SUMO Mot1 rescue: 9; PKA-R1A activ: -3; PKA-R2B act: 1

What do the screens show for `COc1ccc(C)cc1NC(=O)CN(C)S(=O)(=O)c1ccc2c(c1)CC(C)N2C(C)=O` (stereo unspecified)?
Tat export inh: 3; Ecoli viability: -2.0; AddAB inh: 0.4; MOR-DOR ag: 0.6; phage Ecoli inh: 0.6; HTR5A inv ctr: 3; PfHsp90 set2: -14; MOR-DOR inv ag: -3; SUMO Mot1 rescue: -5; PKA-R1A activ: 5; PKA-R2B act: 5

What do the screens show for `COc1cccc(N/C=C/C(=O)c2ccc(Cl)cc2)c1`?
Tat export inh: 1; Ecoli viability: 3.3; AddAB inh: 2.8; MOR-DOR ag: -1.8; phage Ecoli inh: 3.1; HTR5A inv ctr: 16; PfHsp90 set2: 6; MOR-DOR inv ag: 9; SUMO Mot1 rescue: 10; PKA-R1A activ: -14; PKA-R2B act: -11

Results for N#Cc1ccccc1N1CCN(C(=O)c2ccc(NC(=O)c3ccc(Br)o3)cc2)CC1 ?
Tat export inh: 1; Ecoli viability: -2.3; AddAB inh: 0.5; MOR-DOR ag: -2.2; HTR5A inv ctr: 4; PfHsp90 set2: -2; MOR-DOR inv ag: 12; SUMO Mot1 rescue: 6; PKA-R1A activ: 7; PKA-R2B act: 2

What do the screens show for `Cc1cccc(C(C)C)c1NC(=O)COC(=O)c1cccc(S(=O)(=O)N2CCc3ccccc3C2)c1`?
Tat export inh: -7; Ecoli viability: -2.9; AddAB inh: -1.5; MOR-DOR ag: 6.7; phage Ecoli inh: 0.7; HTR5A inv ctr: -38; PfHsp90 set2: -24; MOR-DOR inv ag: -36; SUMO Mot1 rescue: 0; PKA-R1A activ: -1; PKA-R2B act: -9

How did CCN(CC)S(=O)(=O)c1cc(C(=O)OCC(=O)Nc2cccc(Br)c2)ccc1F do in these assays?
Tat export inh: -1; Ecoli viability: -0.9; AddAB inh: 0.7; MOR-DOR ag: 5.0; phage Ecoli inh: 0.4; HTR5A inv ctr: -8; PfHsp90 set2: 21; MOR-DOR inv ag: -26; SUMO Mot1 rescue: 2; PKA-R1A activ: -6; PKA-R2B act: -11

Results for O=C(CC1NCCNC1=O)Nc1ccc(Cl)c(Cl)c1 (stereo unspecified) ?
Tat export inh: 1; Ecoli viability: 0.5; AddAB inh: 1.9; MOR-DOR ag: -2.2; phage Ecoli inh: 3.0; HTR5A inv ctr: 16; PfHsp90 set2: -5; MOR-DOR inv ag: 12; SUMO Mot1 rescue: 15; PKA-R1A activ: -1; PKA-R2B act: -15

What do the screens show for `CCC(C)(NC(=O)c1ccc2c(c1)OCO2)C(=O)NC1CCCCC1` (stereo unspecified)?
Tat export inh: -9; Ecoli viability: 0.7; AddAB inh: 0.9; MOR-DOR ag: -0.4; phage Ecoli inh: 1.6; HTR5A inv ctr: -8; PfHsp90 set2: 3; MOR-DOR inv ag: 2; SUMO Mot1 rescue: 4; PKA-R1A activ: -11; PKA-R2B act: -3

How did O=C(NCCCCCCNC(=O)C1CCCC1)C1CCCC1 do in these assays?
Tat export inh: -2; Ecoli viability: 2.8; AddAB inh: 0.7; MOR-DOR ag: -1.8; phage Ecoli inh: 2.4; HTR5A inv ctr: 9; PfHsp90 set2: 6; MOR-DOR inv ag: 9; SUMO Mot1 rescue: -25; PKA-R1A activ: 12; PKA-R2B act: 5

How did O=C(c1cc2cc(Br)ccc2s1)N1CCOCC1 do in these assays?
Tat export inh: 2; Ecoli viability: -0.1; AddAB inh: 5.5; MOR-DOR ag: -2.6; phage Ecoli inh: 1.8; HTR5A inv ctr: -10; PfHsp90 set2: -1; MOR-DOR inv ag: 12; SUMO Mot1 rescue: -5; PKA-R1A activ: 1; PKA-R2B act: -5

How did S=c1[nH]nc(CSCc2ccc(Cl)cc2Cl)n1-c1ccccc1 do in these assays?
Tat export inh: 9; Ecoli viability: 1.7; AddAB inh: 1.0; MOR-DOR ag: 5.9; phage Ecoli inh: 4.8; HTR5A inv ctr: 13; PfHsp90 set2: -9; MOR-DOR inv ag: -31; SUMO Mot1 rescue: 20; PKA-R1A activ: -5; PKA-R2B act: 6

How did Cc1ccc(NC(=O)COC(=O)c2cc(Cl)ccc2[N+](=O)[O-])c(C)c1 do in these assays?
Tat export inh: -4; Ecoli viability: -1.2; AddAB inh: -0.6; MOR-DOR ag: 2.1; phage Ecoli inh: 1.4; HTR5A inv ctr: 34; PfHsp90 set2: 8; MOR-DOR inv ag: -12; SUMO Mot1 rescue: -10; PKA-R1A activ: -8; PKA-R2B act: -14

What do the screens show for `CCn1nc(C)c(NC(=O)Nc2cccc(Cl)c2Cl)c1C`?
Tat export inh: -1; Ecoli viability: 0.8; AddAB inh: 5.0; MOR-DOR ag: 1.1; phage Ecoli inh: 4.0; HTR5A inv ctr: 9; PfHsp90 set2: -15; MOR-DOR inv ag: -6; SUMO Mot1 rescue: 215; PKA-R1A activ: 7; PKA-R2B act: -3

What do the screens show for `COc1ccccc1N(CC(=O)Nc1ccc(C(F)(F)F)cc1)S(C)(=O)=O`?
Tat export inh: 2; Ecoli viability: 2.4; AddAB inh: 2.1; MOR-DOR ag: -0.1; phage Ecoli inh: 3.2; HTR5A inv ctr: -6; PfHsp90 set2: -94; MOR-DOR inv ag: 1; SUMO Mot1 rescue: 0; PKA-R1A activ: 0; PKA-R2B act: 3

Results for CC(=O)c1cn(N2CCCCC2)c(=O)[nH]c1=O ?
Tat export inh: -5; Ecoli viability: 2.4; AddAB inh: 2.3; MOR-DOR ag: -4.3; phage Ecoli inh: 1.4; HTR5A inv ctr: 0; PfHsp90 set2: -14; MOR-DOR inv ag: 20; SUMO Mot1 rescue: -14; PKA-R1A activ: -16; PKA-R2B act: 6

What do the screens show for `CCOc1ccc(-c2nnc3ccc(SCC(=O)NCc4ccco4)nn23)cc1`?
Tat export inh: -3; Ecoli viability: -1.9; AddAB inh: 1.6; MOR-DOR ag: 0.2; phage Ecoli inh: 4.3; HTR5A inv ctr: 22; PfHsp90 set2: -7; MOR-DOR inv ag: -1; SUMO Mot1 rescue: 6; PKA-R1A activ: -8; PKA-R2B act: -4

How did O=C(O)c1ccc(OCCOc2ccccc2)cc1 do in these assays?
Tat export inh: -4; Ecoli viability: 1.4; AddAB inh: -0.6; MOR-DOR ag: -3.0; phage Ecoli inh: 3.9; HTR5A inv ctr: -13; PfHsp90 set2: 23; MOR-DOR inv ag: 16; SUMO Mot1 rescue: 14; PKA-R1A activ: -1; PKA-R2B act: -1

How did COCc1c(C(=O)OCC(=O)N(C)C2CCS(=O)(=O)C2)oc2ccccc12 (stereo unspecified) do in these assays?
Tat export inh: 5; Ecoli viability: 0.5; AddAB inh: -1.6; MOR-DOR ag: -2.9; phage Ecoli inh: 0.5; HTR5A inv ctr: 1; MOR-DOR inv ag: 12; SUMO Mot1 rescue: -16; PKA-R1A activ: -8; PKA-R2B act: 2

What do the screens show for `NC(=O)c1[nH]cnc1N`?
Tat export inh: -4&-7; Ecoli viability: -3.4&3.0; AddAB inh: -3.5&2.6; MOR-DOR ag: -1.3&-0.7; phage Ecoli inh: 4.6&4.0; HTR5A inv ctr: -3&-7; PfHsp90 set2: 3&40; MOR-DOR inv ag: 7&4; SUMO Mot1 rescue: 11&1; PKA-R1A activ: -4&6; PKA-R2B act: -9&5

How did COc1cc(C(=O)N2CCC3(CC2)NCCc2[nH]cnc23)cc(OC)c1OC do in these assays?
Tat export inh: 12; Ecoli viability: 2.5; AddAB inh: 0.8; MOR-DOR ag: -1.9; phage Ecoli inh: 0.6; HTR5A inv ctr: 21; PfHsp90 set2: -25; MOR-DOR inv ag: 11; SUMO Mot1 rescue: -8; PKA-R1A activ: -2; PKA-R2B act: -1

Results for Cc1c(C(=O)N/N=C/c2ccccc2)[nH]c2c([N+](=O)[O-])cccc12 ?
Tat export inh: -4; Ecoli viability: 1.1; AddAB inh: 3.1; MOR-DOR ag: -3.8; phage Ecoli inh: -1.5; HTR5A inv ctr: -3; PfHsp90 set2: -6; MOR-DOR inv ag: 19; SUMO Mot1 rescue: -2; PKA-R1A activ: 7; PKA-R2B act: 3

How did CSc1n[nH]c2nc3c(c(=O)n12)C1(CCCC1)Cc1ccccc1-3 do in these assays?
Tat export inh: 1; Ecoli viability: -0.5; AddAB inh: 3.0; MOR-DOR ag: -0.3; phage Ecoli inh: 2.1; HTR5A inv ctr: 8; PfHsp90 set2: 14; MOR-DOR inv ag: 2; SUMO Mot1 rescue: 9; PKA-R1A activ: -7; PKA-R2B act: 1

Results for Cc1ccc(C2(CC(=O)N3CCCC3)CCOC(C(C)C)C2)cc1 (stereo unspecified) ?
Tat export inh: 7; Ecoli viability: -1.3; AddAB inh: -2.2; MOR-DOR ag: 1.2; phage Ecoli inh: 0.9; HTR5A inv ctr: -16; PfHsp90 set2: 51; MOR-DOR inv ag: -6; SUMO Mot1 rescue: -4; PKA-R1A activ: -13; PKA-R2B act: 2

What do the screens show for `C#CC[N+]1(CC#Cc2ccccc2)CCCCC1`?
Tat export inh: 2; Ecoli viability: -0.2; AddAB inh: -1.9; MOR-DOR ag: -0.5; phage Ecoli inh: 4.4; HTR5A inv ctr: -8; PfHsp90 set2: 26; MOR-DOR inv ag: 3; SUMO Mot1 rescue: 8; PKA-R1A activ: -4; PKA-R2B act: 3

What do the screens show for `O=[N+]([O-])c1cc(S(=O)(=O)Oc2ccccc2)ccc1Cl`?
Tat export inh: -3; MOR-DOR ag: 10; phage Ecoli inh: 2.8; HTR5A inv ctr: -1; PfHsp90 set2: 18; MOR-DOR inv ag: -50; PKA-R1A activ: -8; PKA-R2B act: -5

How did O=C(NC(=S)Nc1ccc(CN2CCOCC2)cc1)c1ccc([N+](=O)[O-])cc1Cl do in these assays?
Tat export inh: -1; Ecoli viability: 1.5; AddAB inh: 3.5; MOR-DOR ag: 0.9; phage Ecoli inh: 2.8; HTR5A inv ctr: 15; PfHsp90 set2: 0; MOR-DOR inv ag: -4; SUMO Mot1 rescue: 13; PKA-R1A activ: -2; PKA-R2B act: 5

Compounds were not picked by outcome; about 2.2% have a hit in one of these screens.
